Compound activity deposited in PubChem BioAssay by several laboratories.
DAX1 inh-1: blocks DAX1 repression of SF-1 activated StAR promoter; inhibition, % at 6.8 µM; HEK293T StAR-luciferase reporter, SF-1/DAX-1 repression relief; 1.1% of 370,000 active; AID 652010;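 active = inhibition above the mean over all tested compounds plus 3 SD, cut at about 3.6% in these data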;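 note: 0% = DAX-1 cells with DMSO and 100% = cells lacking DAX-1 with DMSO; higher inhibition means more luminescence from relief of DAX-1 repression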
NR1D1 modulator: modulates human Rev-erb alpha binding to DNA | AID 1259318 | Rev-erbα–FITC-DNA binding, fluorescence polarization, 90 min | activity, % at 10 µM | 0.79% of 370,000 active | P20393;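 active = activity above about 14%, limit read from the data; passing the limit was not always enough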;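 note: 0% = DMSO wells with 35 nM protein and 100% = DMSO wells with 750 nM protein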
ADAM17 inh: inhibitors of human ADAM17; P78536; 0.83% of 370,000 active; inhibition, % at 6.95 µM; recombinant ADAM17, EDANS/DABCYL FRET peptide cleavage;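 active = inhibition above the mean of compounds lying between control limits plus 3 SD, set per campaign, cut at about 8.5% in these data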;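 note: 0% = DMSO-only wells as the low control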
PLCg1 inh: inhibitors of human phospholipase C gamma1; P19174; purified PLC-gamma1, fluorogenic substrate, fluorescence; inhibition, % at 12.2 µM; 0.84% of 370,000 active; in the data active = inhibition above about 9.5%
hcDAF12 agonist: H. contortus DAF-12 activation, primary screen; activation, % at 6.8 µM; 1.4% of 370,000 active; HEK293 hcDAF-12 lit1-tk-luc reporter, luminescence; 0% DMSO, 100% Δ7-dafachronic acid;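 active = activation above the mean of all tested compounds plus 3 SD, cut at about 5.5% in these data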;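 note: 100% = response to 3 µM Δ7-dafachronic acid high control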
DAX1 inh-2: inhibits human nuclear receptor DAX1; P51843; HEK293 Gal4-DAX1 luciferase reporter, luminescence; inhibition, % at 6.75 µM; 0.99% of 340,000 active; AID 504766;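 active = inhibition above the mean over all tested compounds plus 3 SD, cut at about 4.2% in these data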;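 note: 0% = DAX1-transfected cells with DMSO and 100% = empty-vector control cells with DMSO; inhibition shows as a rise in luminescence from relieved DAX1 repression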
MBD2 inh: MBD2-methylated oligo binding inhibition | TR-FRET, MBD2 binding to methylated oligonucleotide | 0.31% of 370,000 active | Q9UBB5 | inhibition, % at 4.4 µM; in the data active = inhibition above about 13%
SMARCA2 act: SMARCA2 function activation, primary screen | activation, % at 9.1 µM | 1% of 370,000 active | MG213 cells, MMTV-luciferase reporter, dexamethasone, overnight; in the data active = activation above about 7.8%;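 note: 0% = vehicle wells and 100% = reference activator wells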
hgDAF12 agonist: agonists of H. glycines DAF-12 nuclear receptor; 1.8% of 370,000 active; AID 687014; HEK293 GAL4-hgDAF12 UAS-luciferase reporter, agonist luminescence; normalized to butyrate control; activation, % at 6.8 µM;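 active = activation above a cutoff set at the mean of all screened compounds plus 3 SD, cut at about 10% in these data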;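 note: 0% = DMSO wells and 100% = sodium butyrate wells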
PLCb3 inh: blocks human PLC-beta3 enzyme activity; AID 720704; Purified PLC-beta3, fluorogenic substrate, fluorescence; 0.18% of 370,000 active; inhibition, % at 12.2 µM; in the data active = inhibition above about 11%;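 note: 0% = median of compound wells on plate and 100% = full blocker control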
Target sequence (Q01970 whole entry, looked up): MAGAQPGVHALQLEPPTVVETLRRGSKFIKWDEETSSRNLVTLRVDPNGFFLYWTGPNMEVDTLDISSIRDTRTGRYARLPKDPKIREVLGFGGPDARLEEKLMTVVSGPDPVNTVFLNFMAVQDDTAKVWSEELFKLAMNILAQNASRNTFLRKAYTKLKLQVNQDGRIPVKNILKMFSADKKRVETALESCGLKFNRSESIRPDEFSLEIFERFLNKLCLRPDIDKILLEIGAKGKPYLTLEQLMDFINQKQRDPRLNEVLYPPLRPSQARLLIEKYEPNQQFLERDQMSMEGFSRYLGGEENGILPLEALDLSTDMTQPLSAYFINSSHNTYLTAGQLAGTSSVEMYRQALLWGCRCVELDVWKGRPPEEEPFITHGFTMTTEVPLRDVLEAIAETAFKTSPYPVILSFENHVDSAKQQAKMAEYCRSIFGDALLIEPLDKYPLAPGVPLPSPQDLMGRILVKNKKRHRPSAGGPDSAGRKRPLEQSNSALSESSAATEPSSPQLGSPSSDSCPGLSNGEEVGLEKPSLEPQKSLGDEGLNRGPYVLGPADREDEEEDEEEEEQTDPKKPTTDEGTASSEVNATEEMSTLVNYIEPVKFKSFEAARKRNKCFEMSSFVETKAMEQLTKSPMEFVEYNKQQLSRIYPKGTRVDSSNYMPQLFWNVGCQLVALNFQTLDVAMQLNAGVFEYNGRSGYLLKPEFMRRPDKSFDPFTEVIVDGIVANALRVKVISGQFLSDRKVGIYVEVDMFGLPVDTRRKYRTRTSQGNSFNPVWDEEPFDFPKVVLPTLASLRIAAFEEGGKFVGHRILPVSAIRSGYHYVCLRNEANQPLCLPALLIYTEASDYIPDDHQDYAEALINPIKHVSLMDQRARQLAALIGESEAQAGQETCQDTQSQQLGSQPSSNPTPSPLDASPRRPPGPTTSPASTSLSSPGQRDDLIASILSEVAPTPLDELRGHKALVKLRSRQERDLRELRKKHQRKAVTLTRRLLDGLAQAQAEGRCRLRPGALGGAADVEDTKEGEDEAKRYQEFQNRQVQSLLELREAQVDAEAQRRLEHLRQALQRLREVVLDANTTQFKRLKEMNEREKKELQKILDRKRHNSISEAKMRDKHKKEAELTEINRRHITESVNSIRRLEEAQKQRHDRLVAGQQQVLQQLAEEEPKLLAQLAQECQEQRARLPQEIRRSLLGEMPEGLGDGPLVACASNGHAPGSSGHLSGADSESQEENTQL
ssDAF12 agonist: activators of S. stercoralis DAF-12 nuclear receptor; HEK293 ssDAF-12/GRIP1 lit1-tk-luc reporter, luminescence; % of 3 µM dafachronic acid response; activation, % at 6.8 µM; 1% of 370,000 active;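 active = activation above the mean over all tested compounds plus 3 SD, cut at about 0.9% in these data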;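 note: 0% = DMSO-only wells and 100% = 3 µM delta7-dafachronic acid wells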
The depositor's hits bear a star; i = inactive; x = not tested or not shown.

A first look (three entries):
SMILES	DAX1 inh-1	NR1D1 modulator	ADAM17 inh	PLCg1 inh	hcDAF12 agonist	DAX1 inh-2	MBD2 inh	SMARCA2 act	hgDAF12 agonist	PLCb3 inh	ssDAF12 agonist
CCN1CCN(c2ncc(C(=O)N3CCCc4ccccc43)c3ccccc23)CC1	0.4	-4	1	6	-0.4	1.4	-1	2	1.4	3	-0.8
COc1ccc(N2CCN(C(=O)COCC(=O)O)CC2)cc1	-0.7	-1	4	4	-1.1	1.6	-1	6	-0.1	3	-1.0
CC(OC(=O)C1CCN(S(=O)(=O)c2ccc(Cl)cc2)CC1)C(=O)NC1CCCCC1C (stereo not drawn)	-2.1	3	3	-2	-1.6	-0.9	4	-2	0.0	-4	-1.3

All compounds of this part, previewed entries included:
SMILES	DAX1 inh-1	NR1D1 modulator	ADAM17 inh	PLCg1 inh	hcDAF12 agonist	DAX1 inh-2	MBD2 inh	SMARCA2 act	hgDAF12 agonist	PLCb3 inh	ssDAF12 agonist
CCN1CCN(c2ncc(C(=O)N3CCCc4ccccc43)c3ccccc23)CC1	0.4	-4	1	6	-0.4	1.4	-1	2	1.4	3	-0.8
COc1ccc(N2CCN(C(=O)COCC(=O)O)CC2)cc1	-0.7	-1	4	4	-1.1	1.6	-1	6	-0.1	3	-1.0
CC(OC(=O)C1CCN(S(=O)(=O)c2ccc(Cl)cc2)CC1)C(=O)NC1CCCCC1C (stereo not drawn)	-2.1	3	3	-2	-1.6	-0.9	4	-2	0.0	-4	-1.3
COc1ccc(N2CCN(C(c3cccs3)C(C)NC(=O)c3ccco3)CC2)cc1 (stereo not drawn)	-0.8	-2	-3	-1	-1.7	-1.3	4	-4	-4.2	4	-1.9
Cc1ccc(SCCC(=O)NCc2ccccn2)cc1	-0.1	2	-3	3	1.0	0.0	4	-2	0.7	-1	-1.2
Cc1ccc(N=Cc2c(O)c3ccccc3oc2=O)c(C)c1	0.2	46*	-2	4	1.3	0.9	3	-3	0.3	4	-0.9
O=C(C=NNc1ccccc1)c1ccccc1	7.3*	-1	-3	2	12*	4.5*	-4	7	29*	1	1.8*
CCNCc1nc2cc(Cl)ccc2c(=O)[nH]1	-0.1	1	2	1	-1.2	0.6	-4	-1	-1.8	3	-1.4
CC(C)Nc1nc(-c2ccncc2)nc(-c2ccccc2)c1C#N	-0.6	40*	-7	-3	0.5	1.6	-1	1	-0.9	-7	-1.0
O=C(O)CCC(=O)Nc1ccc(C(=O)OCC(=O)c2ccc(Cl)cc2Cl)cc1	-0.1	-2	-2	0	-1.4	0.9	-1	3	-1.2	2	-1.4
O=C(NCc1ccccc1Cl)c1cnc2n(c1=O)CCS2	-0.7	0	1	3	-1.7	-0.1	-4	-3	-1.4	4	-0.9
CCOC(=O)C1=C(CC)Nc2ccccc2N=C1NC(=O)c1ccc(OC)c(S(=O)(=O)N2CCCCC2C)c1 (stereo not drawn)	-0.6	-3	2	5	-2.8	-0.3	5	2	-1.2	1	-1.5
CCOc1ccc(-n2c(SCC(=O)Nc3ccc(S(=O)(=O)Nc4nccs4)cc3)nnc2-c2ccco2)cc1	1.1	3	4	1	-3.7	x	-1	-4	-0.8	-1	-1.4
O=C(NCc1ccco1)C1CCCN(S(=O)(=O)c2ccc(Br)cc2)C1 (stereo not drawn)	0.3	1	3	6	-0.7	-0.7	3	5	-4.0	3	-1.3
CCCc1ncc(C(O)c2cccc(OC)c2OC)n1C (stereo not drawn)	-0.5	-2	-1	0	-2.0	-0.2	2	-1	-1.4	2	-1.7
CCOC(=O)c1cc2c(=O)c3ccccc3oc2nc1C	1.4	53*	-3	-2	2.7	1.6	4	7	11*	-6	-0.8
CN(Cc1ccccc1)S(=O)(=O)c1ccc(Cl)c(C(=O)NCc2cccnc2)c1	-2.1	2	-1	4	-1.5	-2.1	2	-2	0.9	2	-1.5
Cc1ccccc1-n1ncc2c1CC(C)(C)CC2NC(=O)CCn1cncn1 (stereo not drawn)	-0.7	7	-4	2	-0.6	0.2	4	-1	-0.6	-6	-1.0
CC(=O)NC(Cc1ccccc1)C(=O)OCC(=O)c1ccc(Br)cc1 (stereo not drawn)	-0.3	1	2	1	0.3	0.4	-4	-1	1.5	1	-1.5
CCOC(CNC(=O)c1cccn2c(=O)c3c(C)c(C)sc3nc12)OCC	-0.2	-3	-6	-30	-0.7	2.9	2	-3	1.6	-41	-0.9
O=C(NNC(=O)c1c(O)c2ccccc2[nH]c1=O)c1ccccc1Br	0.0	1	-2	-2	2.0	0.1	-3	3	0.9	-5	0.9*
CCCNC(=O)C1(C)CCCN(C(=O)COc2ccc(C(C)(C)C)cc2)C1 (stereo not drawn)	-0.8	-5	-5	2	-3.2	x	3	-3	-6.6	-4	-1.5
CCOC(=O)N/N=C\c1ccc([N+](=O)[O-])o1	-0.3	0	-10	-23	-1.3	-1.2	-10	0	-1.8	-36	-1.2
CCc1ccccc1S(=O)(=O)Cc1ccc(C(=O)NC2CCCC2)o1	-3.2	-6	-2	-4	-3.5	-0.5	1	-1	-2.7	-6	-1.4
CC(c1ccccc1)n1c(SCC(=O)N2CC(=O)Nc3ccccc32)nc2ccccc2c1=O (stereo not drawn)	-1.6	2	8.9*	6	-3.0	-0.9	0	-1	-3.6	-1	-2.1
COc1ccc(C(=O)N2CCN(Cc3ccccc3C)CC2)cc1OC	-0.1	2	-5	1	-1.2	-0.7	5	-1	0.1	3	-1.4
COc1ccccc1Cc1c(-c2ccc(OC)c(OC)c2)nc2c3ccccc3ccn12	-2.8	-7	-26	-29	2.8	x	4	-4	-1.1	-39	-0.7
CC(C)C[C@@H]1COc2cc(N(C)CCO)ccc2S(=O)(=O)N1	-0.7	2	1	2	-0.3	x	-4	-2	1.6	5	0.0
c1ccc(OCCOc2ccccc2-c2nnco2)cc1	0.1	-1	-3	-1	0.4	1.3	1	2	5.1	-4	-1.0
COC(=O)c1ccc(CSc2cc(C)c3ccccc3n2)o1	0.7	3	0	0	-1.8	-0.6	4	-2	1.5	-7	-2.0
COc1ccc(-n2c(SCC(=O)Nc3ccc(C)c(Cl)c3)nc3ccccc3c2=O)cc1	-1.7	-5	1	5	-3.1	x	5	-5	-4.0	-2	-2.0
CCOc1ccc(CCNC(=O)c2cc3sccc3n2C)cc1OCC	-2.8	-5	0	-1	-2.2	-2.2	7	-2	-4.3	2	-2.7
Cc1nc2ccccc2nc1CSc1nnc(N)s1	0.8	-8	-1	-1	1.2	0.7	-1	1	0.8	-3	0.7
COc1cc2cc(CCCOC(=O)c3ccc(F)cc3)oc(=O)c2cc1OC	0.0	0	-6	-3	-1.4	0.3	0	0	-0.6	-3	-0.9
Cc1c(C(=O)N/N=C/c2ccccc2)[nH]c2ccc(Cl)cc12	-0.8	-4	0	-8	1.1	-1.0	-2	1	2.4	-7	-1.5
COC(=O)c1ccccc1S(=O)(=O)N1CCC(C(=O)OC(C)C(=O)N(C)Cc2ccccc2)CC1 (stereo not drawn)	-2.8	1	4	3	1.5	-0.7	-5	-1	0.1	-8	-1.2
CC(C)(C)c1ccc(NC(=O)N2CCCN(c3ccc([N+](=O)[O-])cn3)CC2)cc1	-0.7	5	2	2	-1.6	-4.2	3	-3	-0.7	-6	-1.4
O=C(CCC(=O)N(c1ccccc1)C(C(=O)NC1CCCC1)c1ccncc1)Nc1cccnc1 (stereo not drawn)	0.7	-1	-3	3	0.6	-0.2	1	-3	-0.9	0	-0.9
COc1ccc(-c2nc3c(c(=O)n(C)c(=O)n3C)n2CC2CC(c3ccccc3)=NO2)cc1OC (stereo not drawn)	-0.4	0	-4	1	-1.1	-1.8	-7	1	-2.8	1	-1.4
COc1ccc(NCC(=O)N/N=C/c2cc([N+](=O)[O-])ccc2N2CCCC2)cc1	-0.6	-1	3	1	-2.7	x	-6	-1	2.4	4	-1.5
CC(C)COC(=O)c1ccccc1N1C(=O)C2C3CCC(C3)C2C1=O (stereo not drawn)	-0.3	4	-1	3	-0.2	2.0	4	-2	-2.8	0	-1.3
Cn1c(=O)c2c(ncn2CC(=O)OCC(=O)Nc2ccc(Cl)cc2)n(C)c1=O	-0.2	6	-2	1	-1.8	1.4	2	-1	-1.3	2	-0.8
Nc1nonc1-n1nnc(C(=O)N/N=C/C2CC=CCC2)c1CSc1ccccc1 (stereo not drawn)	0.1	-5	2	2	-0.6	0.8	-1	-2	-1.7	-5	-0.5
COc1ccc(NC(=O)c2cc3ccccc3o2)cc1OC	0.8	-1	-1	0	-0.2	3.2	1	1	5.1	-4	-0.7
Clc1ccc(Sc2cnc3ccccc3n2)cc1	0.8	32*	-4	0	-1.0	0.6	3	3	-0.1	-1	-1.0
CC(Oc1coc(CN2CCN(C(=O)c3ccco3)CC2)cc1=O)c1ccccc1 (stereo not drawn)	1.2	-4	-5	-1	0.5	0.8	3	-3	3.4	-9	-0.9
CCOc1cc(/C=C2/SC(=S)NC2=O)ccc1OC(=O)c1ccco1	1.1	5	1	-2	-0.3	0.8	-1	1	-0.9	-4	-1.4
Cc1coc2cc3oc(=O)c(CCC(=O)N4C[C@H]5C[C@@H](C4)c4cccc(=O)n4C5)c(C)c3cc12	0.0	-1	-37	-169	0.4	2.2	0	0	2.1	-203	-1.1
COc1ccc(OC)c(C=NNC(=O)c2ccc(NS(=O)(=O)c3cccs3)cc2)c1	-0.2	-5	-100	-144	0.5	x	-1	3	3.2	-212	-0.7
CC(NC(=O)c1cccc(S(=O)(=O)N2CCCCCC2)c1)c1ccccc1 (stereo not drawn)	-2.9	-4	-2	3	0.1	-0.6	-4	-1	-1.0	-6	-2.0
Nc1nc(SCc2ccc(Cl)cc2Cl)c2ncn(C3OC(CO)C(O)C3O)c2n1 (stereo not drawn)	-1.0	6	-2	0	-1.2	-1.2	1	-3	-2.1	-4	-0.6
Cc1nc2sc(C(c3ccc(Cl)cc3)N3CCN(C(=O)c4ccco4)CC3)c(O)n2n1 (stereo not drawn)	-0.2	1	-3	0	-2.4	-0.3	-2	-1	-1.3	-1	-1.2
COc1ccc(S(=O)(=O)Nc2cccc3c2O[C@H](CN(C)C(=O)Nc2ccccc2)[C@@H](C)CN([C@H](C)CO)C3=O)cc1	0.1	3	-6	-2	1.6	-0.7	2	-4	1.8	-3	-0.9
CC(C)(C)c1ccc(C(=O)OC/C(O)=C(\C#N)c2nc3ccccc3s2)cc1	0.0	-2	-3	-4	-1.6	0.1	-5	-2	1.5	-6	0.7
Cc1cc(C)cc(NC(=S)NCc2ccc(S(N)(=O)=O)cc2)c1	-0.5	2	-1	0	1.0	0.5	0	0	6.3	0	-0.8
Cn1c(=O)c2c(nc(SCCN3CCCCC3)n2Cc2ccc(Cl)cc2)n(C)c1=O	-0.4	-3	-2	2	-0.5	-0.3	0	-2	1.1	0	-1.0
C=CCNC(=O)c1ccc(-c2nc(-c3ccccc3)cs2)cc1	0.0	3	-34	-25	-1.3	1.5	1	3	2.8	-31	-1.0
COc1ccc(-c2cc(C(=O)N/N=C(\C)c3cccnc3)c3ccccc3n2)cc1	1.0	-3	-121	-414	1.9	4.0	-3	5	3.6	i	-0.9
CCC(C)c1ccc(OCc2ccc(C(=O)O)o2)cc1 (stereo not drawn)	3.2	-2	-1	-3	10*	-3.7	-1	2	15*	-8	0.8

Not a hit list; any-hit rate near 7.4%.
